Screens deposited in PubChem by several laboratories.
STAT1 activator = STAT1 signaling activation. NIH 3T3 STAT1-luciferase reporter, IFN-gamma, luminescence; 100% = IFN-gamma alone, no compound. 200,000 compounds, 2.6% hits. activation (% of control), % at 5.5 µM. AID 932;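 active = activation above the screen-wide mean activation plus 3 SD, cut at about 130% in these data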;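 note: raw ratio to IFN-gamma control signal so 100% means no change and 0% no light; values of inactives mirror those of a sister screen read the other way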
STAT1 blocker = STAT1 signaling inhibition | NIH 3T3 STAT1-luciferase reporter, IFN-gamma, luminescence | inhibition, % at 5.5 µM | 200,000 compounds, 0.35% hits | AID 920;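 active = inhibition above a set limit, the mean inhibition across all tested compounds plus 3 SD, cut at about 34% in these data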;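 note: 0% = IFN-gamma with DMSO and 100% = IFN-gamma with 300 µM nifuroxazide; values of inactives mirror those of a sister screen read the other way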
G6PDH counter = inhibits Leuconostoc G6PDH, flagging false hits in G6PDH-based assays; Purified L. mesenteroides G6PDH, diaphorase/resazurin coupled fluorescence, 45 min; inhibition, % at 5 µM; 200,000 compounds, 0.12% hits; AID 1020; in the data active = inhibition above about 50%
STAT3 inh = reduces IL-6 driven STAT3 reporter signal; U3A cells, IL-6 STAT3-luciferase reporter, luminescence; host cell line lacks STAT1; inhibition, % at 5.5 µM; 190,000 compounds, 0.89% hits; AID 862;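 active = inhibition above the mean inhibition across all screened compounds plus 3 SD, cut at about 44% in these data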;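 note: 0% = DMSO only wells and 100% = 100 µM nifuroxazide control wells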
STAT3 activator = STAT3 signaling activation. U3A cells, IL-6 STAT3-luciferase reporter, luminescence; 100% = signal with IL-6 EC80 alone. activation (% of control), % at 5.6 µM. 190,000 compounds, 0.91% hits;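 active = activation above the screen-wide mean of compound activation plus 3 SD, cut at about 130% in these data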;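 note: 0% = background luminescence of wells with medium and substrate only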
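Test system: STAT3-luciferase reporter U3A cells; Detection: reporter luminescence signal; Times: 1 h compound pre-exposure, 6 h IL-6 stimulation, 37 °C; Benchmarks: IL-6-only high control; Also added: IL-6 stimulus at 33 ng/mL final.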
TLR4-MyD88 BLA = blocks binding of human TLR4 to MyD88. AID 861. O00206+Q99836. 200,000 compounds, 0.18% hits. inhibition, % at 8.4 µM. HeLa CL3-4 TLR4/MyD88 BLA complementation, FRET ratio; in the data active = inhibition above about 25%;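 note: 0% = vehicle and 100% = reference inhibitor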
Diaph act CS = diaphorase activation or chemical reduction counter-screen. Diaphorase/resazurin coupled assay, resorufin fluorescence, 16 min; hits give high values; 1 = vehicle wells, 0 = NADH-free wells. 190,000 compounds, 0.005% hits. activation factor at 20 µM;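 active = diaphorase activity raised at least twofold by the compound at 20 µM; inactive = activation factor below 2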
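Assay system: Purified diaphorase enzyme from Clostridium kluyveri | Amount: Enzyme 0.07 U/mL final | Dosing: Compound 20 µM once, DMSO 1% | Timing: 16 min reaction at room temperature | Detection: Fluorescence, excitation 544 nm and emission 590 nm | Evaluation: Higher resorufin formation from activation or reduction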
Hsp70 act = transcriptional activators of Hsp70; HeLa Hsp70 promoter luciferase reporter, luminescence; scaled: vehicle 0, proteasome-inhibitor control 100%; activation, % at 10 µM; 200,000 compounds, 0.04% hits;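 active = activation above the mean across all tested compounds plus 3 SD, cutoff set per campaign, cut at about 5.5% in these data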;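 note: 100% = MG132 at 30 µM as the positive control and 0% = DMSO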
APP transl inh = APP translation inhibition; SH-SY5Y APP 5'UTR-luciferase reporter, luminescence; inhibition, % at 2 µM; 190,000 compounds, 0.82% hits;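 active = inhibition above a set limit, derived from the sample mean plus 3 SD, cut at about 45% in these data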; note: values of inactives mirror those of a sister screen read the other way
Diaph inh CS = inhibits diaphorase or chemically oxidizes, flagging diaphorase assay artifacts | inhibition, % at 20 µM | diaphorase resazurin-to-resorufin fluorescence, NADH, 16 min; bacterial (C. kluyveri) enzyme, not human | 190,000 compounds, 0.69% hits | AID 1217;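 active = primary screen inhibition at 20 µM above a set limit, cut at about 50% in these data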;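 note: plate controls were DMSO with full reaction for no effect and wells lacking NADH for full effect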
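Test system: diaphorase enzyme from Clostridium kluyveri; amount: diaphorase at 0.14 U/mL in enzyme working solution; detection: fluorescence of resorufin formed from resazurin, Ex 544/Em 590 nm; times: reaction incubation of 16 min at room temperature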
Starred values were filed as active, the others as inactive; i = inactive. Hits appear at their usual frequency (roughly 6.1% active in at least one column).

cpd	smiles	STAT1 activator	STAT1 blocker	G6PDH counter	STAT3 inh	STAT3 activator	TLR4-MyD88 BLA	Diaph act CS	Hsp70 act	APP transl inh	Diaph inh CS
1	CN1CCN(C(=O)c2ccc3c(=O)n(-c4ccc(F)cc4)c(=S)[nH]c3c2)CC1	103.9	-5.9	-0.2	4.4	100.0	-8.5	0.6	-0.4	1.4	36.7
2	CCOC(=O)C1(Cc2ccccc2)CCN(Cc2cnn(CC)c2)CC1	103.9	-6.3	5.7	-3.8	107.9	-11.0	1	0.0	-12.2	1.9
3	Clc1ccc(C2CC(c3ccco3)n3ncnc3N2)cc1Cl (centres undefined)	92.1	8.6	3.8	2.8	100.3	-11.2	1	-0.1	10.9	-0.6
4	CCCNC(=O)c1cc(SC)ccc1Cl	89.1	11.9	25.3	11.2	94.2	-4.9	1	-0.1	-22.3	4.3
5	CCc1nnc(NC(=O)CSc2nnc(Cc3ccccc3)o2)s1	99.9	0.1	1.7	6.6	97.8	4.0	0.9	0.3	5.0	7.4
6	CC/C(=N\O)c1c(O)c2c(n(-c3ccccc3)c1=O)CCCC2	104.8	-5.7	9.7	-2.5	103.2	4.8	1	-0.1	6.6	-3.0
7	O=C(/C=C/c1cccs1)Nc1ccc([N+](=O)[O-])cc1	119.9	-22.7	7.4	2.6	98.0	-10.2	1	-0.1	-25.8	4.5
8	Cc1ccc2nc(SCC(=O)Nc3cc(C(F)(F)F)ccc3N3CCOCC3)[nH]c2c1	108.9	-9.7	5.0	-0.8	107.5	12.6	1	0.3	94.4*	4.9
9	CC1=Nn2c(nc3sc4c(c3c2=O)CCCC4)SC1	123.7	-27.0	20.6	7.2	96.3	-13.2	0.8	-0.3	-29.5	16.1
10	CCCCN(C(=O)Cc1cccc(F)c1)c1c(N)n(CCC)c(=O)[nH]c1=O	101.6	-3.6	-0.1	-0.1	103.3	3.5	1	-0.1	-9.3	-2.7

3 of the compounds above, with each value named.
[8] Cc1ccc2nc(SCC(=O)Nc3cc(C(F)(F)F)ccc3N3CCOCC3)[nH]c2c1
- STAT1 activator = 108.9
- STAT1 blocker = -9.7
- G6PDH counter = 5.0
- STAT3 inh = -0.8
- STAT3 activator = 107.5
- TLR4-MyD88 BLA = 12.6
- Diaph act CS = 1
- Hsp70 act = 0.3
- APP transl inh = 94.4*
- Diaph inh CS = 4.9

[2] CCOC(=O)C1(Cc2ccccc2)CCN(Cc2cnn(CC)c2)CC1
- STAT1 activator = 103.9
- STAT1 blocker = -6.3
- G6PDH counter = 5.7
- STAT3 inh = -3.8
- STAT3 activator = 107.9
- TLR4-MyD88 BLA = -11.0
- Diaph act CS = 1
- Hsp70 act = 0.0
- APP transl inh = -12.2
- Diaph inh CS = 1.9

[9] CC1=Nn2c(nc3sc4c(c3c2=O)CCCC4)SC1
- STAT1 activator = 123.7
- STAT1 blocker = -27.0
- G6PDH counter = 20.6
- STAT3 inh = 7.2
- STAT3 activator = 96.3
- TLR4-MyD88 BLA = -13.2
- Diaph act CS = 0.8
- Hsp70 act = -0.3
- APP transl inh = -29.5
- Diaph inh CS = 16.1

Later entries.
cpd	smiles	STAT1 activator	STAT1 blocker	G6PDH counter	STAT3 inh	STAT3 activator	TLR4-MyD88 BLA	Diaph act CS	Hsp70 act	APP transl inh	Diaph inh CS
11	COc1ccc(C(c2nnnn2Cc2cccs2)N2CCN(c3ccccc3F)CC2)cc1OC (centres undefined)	88.1	11.7	15.9	8.0	98.5	6.6	1	-0.3	-13.7	-3.1
12	CCN1CCN(C(=O)NC(c2ccc(C)c(F)c2)C(Cl)Cl)CC1 (centres undefined)	108.1	-11.5	11.4	-2.9	103.5	-10.4	1	-0.2	-15.7	0.0
13	O=C1c2ccccc2C(=O)c2c1ccc(C(=O)N1CCCCC1)c2NCCO	96.8	3.5	-1.9	11.8	93.5	-6.2	0.7	0.0	2.8	30.8
14	CC1CN(C(=O)CN2C(=O)NC3(CCCCCC3)C2=O)CC(C)O1 (centres undefined)	101.7	-1.9	5.0	5.1	98.7	8.5	1	-0.3	-16.8	3.1
15	CCc1ccc2c(CN3CCc4cc(OC)c(OC)cc4C3)cc(=O)oc2c1	101.1	-1.0	10.4	-39.8	130.8	-15.5	0.9	-0.3	6.7	10.1
16	Cc1ccccc1NC(=O)Cn1nnc(-c2ccc(N3CCOCC3)cc2)n1	109.6	-10.5	3.4	2.3	103.5	-8.6	1.1	-0.1	6.9	-12.0
17	O=C(O)Cn1nc(-c2ccccc2)oc1=O	104.9	0.8	3.7	3.2	97.3	-6.8	1	0.7	9.0	-4.9
18	C=CCn1c(=O)c2ccccc2n2c(SCc3cc(=O)n4ccsc4n3)nnc12	93.1	7.6	5.3	11.6	93.4	5.8	0.8	0.6	13.2	20.9
19	COc1ccc2c(c1)C(=O)C(=O)N2	110.9	-12.2	18.6	-5.2	105.0	-1.8	0.9	-0.3	6.5	6.2
20	CCOc1ccccc1N1CCN(CC(=O)N(CC(C)C)c2c(N)n(CC(C)C)c(=O)[nH]c2=O)CC1	100.7	-0.9	0.6	6.9	99.0	7.0	1	-0.3	1.8	4.4

cpd	smiles	STAT1 activator	STAT1 blocker	G6PDH counter	STAT3 inh	STAT3 activator	TLR4-MyD88 BLA	Diaph act CS	Hsp70 act	APP transl inh	Diaph inh CS
21	O=C1c2ccccc2N(Cc2ccc(Cl)cc2)C2=NCCN12	103.2	-1.1	-3.2	-7.5	104.0	8.7	1	-0.4	-16.6	3.5
22	CCC(C)NS(=O)(=O)c1ccc(S(=O)(=O)N(CCc2ccc(OC)c(OC)c2)Cc2cccs2)cc1 (centres undefined)	85.2	16.5	-14.4	18.9	85.0	6.5	0.9	-0.4	10.5	12.7
23	O=C(CSc1nc(-c2ccccc2)c(-c2ccccc2)[nH]1)N1CCN(S(=O)(=O)c2ccccc2)CC1	95.6	4.8	8.6	8.6	94.2	-8.3	0.7	-0.2	11.1	29.7
24	CCn1cc(C(=O)OCC(=O)c2ccc(Cl)cc2)c(=O)c2ccc(C)nc21	92.5	6.5	4.8	8.9	94.4	-8.6	0.9	0.3	-11.8	11.5
25	CCCCC1(C(=O)OCC)CC(CSC(=N)N)OC1=O (centres undefined)	101.7	-1.4	7.2	4.2	101.7	-1.5	1.1	0.0	-25.9	-9.1
26	O=C(c1coc(=O)c2ccccc12)N1CCN(Cc2ccccc2)CC1	100.5	-0.5	3.4	5.5	98.6	8.6	0.9	-0.3	-22.4	11.6
27	Cc1cccc(NC(=O)CN2C(=O)CNC2=O)c1	97.5	2.7	2.0	2.1	98.2	-6.0	1.1	-0.4	-2.5	-5.1
28	CSCC[C@H](NC(=O)NCc1ccccc1F)C(=O)O	95.3	5.1	14.9	1.0	103.6	0.0	1	-0.4	0.8	-4.3
29	CCC(=O)Nc1cc(C(F)(F)F)ccc1N1CCCC1	103.3	-5.3	-2.5	5.4	97.4	-4.1	1	-0.3	5.6	-2.0
30	COc1cccc(/C=N/NC(=O)C(=O)NCc2cccnc2)c1O	89.1	12.2	-8.2	0.8	99.6	-20.7	0.7	-0.3	0.1	25.2

cpd	smiles	STAT1 activator	STAT1 blocker	G6PDH counter	STAT3 inh	STAT3 activator	TLR4-MyD88 BLA	Diaph act CS	Hsp70 act	APP transl inh	Diaph inh CS
31	COc1cc(/C=C2\SC(N)=NC2=O)ccc1OCC(=O)Nc1ccc(C)cc1	77.8	24.4	-44.5	i	643.3*	-1.4	0.9	-0.1	-12.4	8.2
32	CN(CC(=O)Nc1ccccc1[N+](=O)[O-])Cc1ccc(Br)cc1	97.7	0.5	-0.3	6.8	101.7	-3.1	0.9	-0.1	-11.2	9.9
33	COc1ccc(CN2C(=O)CCC(C(=O)O)C2c2ccccc2)cc1 (centres undefined)	95.1	5.1	3.8	5.8	97.0	-8.6	1.1	-0.1	-6.4	-5.2
34	O=C(COc1ccc(F)cc1)OCCN1CCOCC1	97.0	3.3	1.4	-1.9	108.4	6.2	0.8	-0.3	-1.4	21.0
35	Cn1cc(CN2CCCC(CO)(Cc3ccccc3)C2)cn1 (centres undefined)	93.2	5.6	11.4	-0.4	102.4	-13.9	0.8	0.1	-9.5	21.0
36	O=C(c1ccc(F)cc1F)N1CCN(c2n[nH]c(=O)[nH]c2=O)CC1	96.7	1.9	-4.4	3.9	106.3	0.1	1.1	-0.1	0.2	-14.4
37	CCN1C(=O)/C(=C2/Sc3ccc(OC)cc3N2C)SC1=Nc1ccc(OC)cc1	101.8	-4.1	5.9	16.5	90.8	-1.7	0.9	-0.3	-9.5	10.1
38	CC(=O)N(Cc1nc2sc(C)c(C)c2c(=O)[nH]1)C1CCCC1	93.6	5.1	4.3	2.1	100.2	-6.0	0.9	-0.3	-26.7	9.6
39	CCc1nnc(NC(=O)CSc2ccc(-c3ccccc3OC)nn2)s1	90.7	9.8	0.9	0.6	103.7	-2.3	1	-0.2	-17.3	2.2
40	CC(C)CCNC(=O)C(c1ccncc1)N(Cc1cccs1)C(=O)Cn1nnc(-c2ccc(F)cc2)n1 (centres undefined)	104.7	1.5	5.2	0.9	102.4	-5.3	0.7	-0.4	3.3	28.5

cpd	smiles	STAT1 activator	STAT1 blocker	G6PDH counter	STAT3 inh	STAT3 activator	TLR4-MyD88 BLA	Diaph act CS	Hsp70 act	APP transl inh	Diaph inh CS
41	CC(C)CC(=O)Nc1ccc([N+](=O)[O-])cc1Cl	99.6	-1.5	6.6	5.6	97.1	-5.5	1	0.2	-10.9	4.0
42	Cc1ccc(C)c(NC(=S)NCc2cccn2C)c1	107.0	-7.6	0.7	6.9	98.0	3.2	1	-0.2	-8.7	0.0
43	CCN1CCN(C(=O)CN(c2cccc(Br)c2)S(=O)(=O)c2ccccc2)CC1	108.0	-8.9	12.7	-10.9	111.5	-2.6	1	-0.3	-11.9	-0.3
44	Cn1nnnc1Sc1ncnc2scc(-c3ccccc3)c12	59.6	43.9*	0.4	-7.9	112.5	6.2	0.8	-0.2	7.8	21.7
45	O=C(N/N=C1\CCCc2ccccc21)c1ccccc1[N+](=O)[O-]	94.9	5.5	-1.5	3.6	99.2	1.9	1.1	2.2	-10.7	-5.2
46	O=C1c2ccccc2C(=O)N1c1ccc(-c2nc3ccccc3o2)cc1	101.7	-1.9	1.5	2.9	102.4	-4.7	0.9	-0.3	-11.6	11.7
